PostGolgi ctrl: inhibits growth of the yeast control strain; efflux-deficient yeast background strain, growth absorbance A615, 16 h; inhibition, % at 10 µM; 5% of 98,000 active; AID 738
sEH inhibitor: inhibitors of human soluble epoxide hydrolase; AID 707; 0.34% of 91,000 active; recombinant human sEH enzymatic activity assay; inhibition, % at 2 µM; P34913; in the data active = inhibition above about 80%; note: values of inactives mirror those of a sister screen read the other way; many of its hits are not listed in these tables
sEH activator: soluble epoxide hydrolase (human) activation; 0.04% of 91,000 active; activation, % at 2 µM; purified human sEH enzymatic activity, activator screen; P34913; in the data active = activation above about 37%; note: values of inactives mirror those of a sister screen read the other way
S1P2 ag: agonists of human S1P2 receptor; O95136; S1P2-expressing cell line, agonist reporter read-out; activation, % at 4.5 µM; 0.46% of 97,000 active; AID 729; in the data active = activation above about 16%;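 note: 0% = vehicle low control and 100% = maximal reference agonist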
DAT uptake mod: human DAT dopamine uptake with cocaine, either direction | AID 449768 | B-score at 10 µM | 1.3% of 110,000 active | LLC-PK1 hDAT cells, [14C]-dopamine uptake with cocaine IC80; actives deviate in either direction | Q01959;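 active = Z score or B-score, a plate-position-corrected score, falls beyond the plate's 99.7% confidence bounds, in either direction; inactive = both scores lie inside the 99.7% bounds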;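 note: scored against the spread of the other compound wells on the same plate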
Target sequence (Q01959 whole entry, looked up): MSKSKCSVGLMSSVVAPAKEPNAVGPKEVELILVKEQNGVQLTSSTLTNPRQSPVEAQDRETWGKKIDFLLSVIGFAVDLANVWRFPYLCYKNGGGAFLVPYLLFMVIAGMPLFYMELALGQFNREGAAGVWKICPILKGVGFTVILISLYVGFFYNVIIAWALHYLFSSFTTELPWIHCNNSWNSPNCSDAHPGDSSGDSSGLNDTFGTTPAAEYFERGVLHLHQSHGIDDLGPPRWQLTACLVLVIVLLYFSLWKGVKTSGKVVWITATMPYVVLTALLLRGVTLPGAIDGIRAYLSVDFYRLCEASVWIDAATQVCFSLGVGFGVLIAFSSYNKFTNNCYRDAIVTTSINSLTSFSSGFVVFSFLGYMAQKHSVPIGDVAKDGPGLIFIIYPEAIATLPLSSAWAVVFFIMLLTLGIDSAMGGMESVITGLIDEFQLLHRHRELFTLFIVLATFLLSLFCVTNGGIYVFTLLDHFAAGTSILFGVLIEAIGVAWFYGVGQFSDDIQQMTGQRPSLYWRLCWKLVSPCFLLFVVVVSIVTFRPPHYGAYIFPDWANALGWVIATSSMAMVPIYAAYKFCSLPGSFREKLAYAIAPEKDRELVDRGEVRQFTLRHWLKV
S1P2 antag: antagonists of human S1P2 receptor; cell-based S1P2 antagonist assay, inhibition at 5 uM; inhibition, % at 5 µM; 0.21% of 97,000 active; AID 736; in the data active = inhibition above about 45%;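 note: CRE beta-lactamase reporter cells expressing human S1P2 stimulated with S1P; 0% = agonist at EC80 alone and 100% = agonist plus reference antagonist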
PostGolgi yeast: growth inhibition of a yeast mutant, post-Golgi transport screen; post-Golgi transport phenotypic cell assay; inhibition, % at 10 µM; 0.9% of 98,000 active; AID 739;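 note: yeast cells grown in 1536-well plates; yeast grown about 18 h at 30C before absorbance read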
CYP2C19 activ: activators of human cytochrome P450 2C19; P33261; recombinant CYP2C19, luciferin-H EGE luminescence; active compounds read high; 0 = fully inhibited enzyme, 1 = untreated enzyme; activation factor at 5 µM; 96,000 tested, under 10 active;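 active = activation factor of at least 2 at 5 µM in the primary screen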;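 note: 0 = wells with 2.5 mM tranylcypromine and 1 = vehicle-only wells; values of inactives mirror those of a sister screen read the other way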
Target sequence (P33261 whole entry, looked up): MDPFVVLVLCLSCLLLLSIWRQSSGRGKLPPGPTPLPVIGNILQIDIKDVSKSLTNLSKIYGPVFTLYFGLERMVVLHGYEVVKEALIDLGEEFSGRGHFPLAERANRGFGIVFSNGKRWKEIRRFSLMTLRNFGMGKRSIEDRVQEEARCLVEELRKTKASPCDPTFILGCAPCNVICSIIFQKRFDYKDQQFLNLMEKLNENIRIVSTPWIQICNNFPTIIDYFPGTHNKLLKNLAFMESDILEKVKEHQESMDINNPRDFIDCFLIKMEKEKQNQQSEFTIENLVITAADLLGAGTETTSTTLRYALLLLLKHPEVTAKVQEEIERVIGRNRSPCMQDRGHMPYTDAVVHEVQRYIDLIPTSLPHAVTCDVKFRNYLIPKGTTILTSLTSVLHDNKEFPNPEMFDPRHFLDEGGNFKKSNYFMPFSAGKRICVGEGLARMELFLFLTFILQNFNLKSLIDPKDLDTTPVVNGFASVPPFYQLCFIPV
CYP2C19 inhib: human CYP2C19 inhibition | AID 778 | P33261 | 21% of 96,000 active | CYP2C19 Supersomes, luciferin-H EGE luminescence, 30 min | inhibition, % at 5 µM;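 active = CYP2C19 inhibition above a set limit at 5 µM in the primary screen, cut at about 50% in these data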;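 note: plate controls were negative control wells for no effect and 2.5 mM tranylcypromine positive control for full effect; values of inactives mirror those of a sister screen read the other way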
An asterisk follows results filed as active; · = no result given. Cut-off read from the data, not from the text of the source, unless noted: active = inhibition above about 30%; inactive = the rest.

SMILES	PostGolgi ctrl	sEH inhibitor	sEH activator	S1P2 ag	DAT uptake mod	S1P2 antag	PostGolgi yeast	CYP2C19 activ	CYP2C19 inhib
O=C(Cn1c(=O)n(Cc2ccco2)c(=O)c2c3c(sc21)CCCC3)Nc1ccccc1	1	3	-1	-2	-0.023	4	9	0.3	72*
CCC(Sc1nc(N)cc(N)n1)C(=O)O (centres undefined)	5	-11	13	0	-0.0054	-9	-5	1.1	-9
CCOCCCNC(=O)c1c(C)c(C(=O)OCC)n(C)c1C	12	·	·	·	0.93	·	10	0.9	8
CC(=O)c1cc(-c2ccccc2)n(CCC(=O)NCc2cccs2)c1C	16	22	-20	-3	0.24	18	-2	0.3	73*
CN(C(=O)CSC1=NCCS1)c1ccccc1	-2	-7	10	-4	-0.23	2	9	0.8	25
COCCNC(=O)c1cnn2c1NC(c1ccco1)CC2C(F)(F)F (centres undefined)	·	-3	4	-5	-1.5	-7	·	·	·
C(=N\n1cnnc1)/c1cccc2ccccc12	3	2	-2	-9	0.68	-1	0	1	1
Cc1ccc(S(=O)(=O)N(C)c2ccc(N)cc2)cc1	12	-1	1	-6	-0.56	-5	-8	0.1	94*
CC(=O)NC(Cc1c[nH]c2ccccc12)C(=O)OCC(=O)Nc1cc(C)on1 (centres undefined)	12	-5	4	-4	-0.0069	11	15	0.1	87*
COC(=O)C1=C(O)/C(=C\c2ccc(CNC(=O)C(=O)Nc3ccc(C)c(C)c3)o2)N=C1C	5	-7	7	-1	-2	-17	4	0.5	50*
COc1ccccc1-c1nnc2sc(COc3ccc(F)cc3)nn12	18	25	-26	-6	·	21	-12	0.6	42
Cn1nc(C(=O)Nc2nc3ccc(S(C)(=O)=O)cc3s2)ccc1=O	2	-7	9	1	·	2	-6	1.1	-6
CCCc1cc(=O)[nH]c(SCC(=O)c2cc(C)n(CCC)c2C)n1	-3	6	-5	0	-0.34	11	-4	0.7	29
CN(C(=O)Cn1nnc(-c2cccc(C(F)(F)F)c2)n1)C1CCCCC1	24	0	2	-3	0.6	-11	14	0.9	9
C/C=C/C(=O)Nc1ccccc1Br	13	7	-7	-3	-1.4	-11	11	0.9	7
CCc1ccc(NC(=O)CCn2c(=O)oc3ccccc32)cc1	7	·	·	-6	-0.38	8	3	0.8	24
C=CCOc1c2ccc(C(=O)NC3CCCc4ccccc43)cc2nn1C (centres undefined)	26	-4	6	-6	-0.29	-2	-3	0.9	14
CC(C)Cc1nnc(NS(=O)(=O)c2ccc(Cl)cc2)s1	11	5	-6	-5	-2.2	0	-1	0.9	9
C/C(=N\OCC(=O)N/N=C/c1ccccc1O)c1cccs1	0	6	-8	-6	-0.21	-10	3	0.5	48
COC(=O)c1[nH]c2cccc(C)c2c1NC(=O)CN1CCN(c2ccccc2OC)CC1	4	-7	7	-2	-0.11	3	5	0.8	17
COc1cccc(-c2ncc3ccccn23)c1	·	1	1	-1	-0.35	-28	·	·	·
CCCCNc1oc(-c2cccs2)nc1S(=O)(=O)c1ccccc1	-1	-8	12	-5	1.5	-16	-8	0.8	19
O=C(CC1Sc2ncnn2C1=O)Nc1ccc(Br)cc1 (centres undefined)	9	·	·	·	·	·	-3	0.2	76*
COc1cccc2cc(-c3csc(CCn4nc(C)cc4C)n3)c(=O)oc12	22	0	-1	-5	0.22	-5	6	0.2	82*
Cc1ccc(Oc2ccc3c(c2)C(=O)N(c2ccc(S(=O)(=O)Nc4nccs4)cc2)C3=O)cc1	5	-1	0	-5	-0.56	-8	6	0.8	22

Some of the entries so far, as labelled records:
COc1cccc(-c2ncc3ccccn23)c1
  PostGolgi ctrl: · | sEH inhibitor: 1 | sEH activator: 1 | S1P2 ag: -1 | DAT uptake mod: -0.35 | S1P2 antag: -28 | PostGolgi yeast: · | CYP2C19 activ: · | CYP2C19 inhib: ·

COc1ccccc1-c1nnc2sc(COc3ccc(F)cc3)nn12
  PostGolgi ctrl: 18 | sEH inhibitor: 25 | sEH activator: -26 | S1P2 ag: -6 | DAT uptake mod: · | S1P2 antag: 21 | PostGolgi yeast: -12 | CYP2C19 activ: 0.6 | CYP2C19 inhib: 42

CC(=O)c1cc(-c2ccccc2)n(CCC(=O)NCc2cccs2)c1C
  PostGolgi ctrl: 16 | sEH inhibitor: 22 | sEH activator: -20 | S1P2 ag: -3 | DAT uptake mod: 0.24 | S1P2 antag: 18 | PostGolgi yeast: -2 | CYP2C19 activ: 0.3 | CYP2C19 inhib: 73*

CC(C)Cc1nnc(NS(=O)(=O)c2ccc(Cl)cc2)s1
  PostGolgi ctrl: 11 | sEH inhibitor: 5 | sEH activator: -6 | S1P2 ag: -5 | DAT uptake mod: -2.2 | S1P2 antag: 0 | PostGolgi yeast: -1 | CYP2C19 activ: 0.9 | CYP2C19 inhib: 9

(cont.)
SMILES	PostGolgi ctrl	sEH inhibitor	sEH activator	S1P2 ag	DAT uptake mod	S1P2 antag	PostGolgi yeast	CYP2C19 activ	CYP2C19 inhib
Cn1c(/C=N/NC(=O)c2ccccc2Br)nc2ccccc21	3	-3	7	-5	0.9	-4	0	0.3	69*
COc1ccc2nc(C)[nH]c(=O)c2c1	12	-9	9	-3	-0.33	5	0	1	2
CCc1ccc2c(CN3CCc4ccccc43)cc(=O)oc2c1	14	·	·	-4	-0.54	14	-14	0.1	94*
CCOC(=O)c1ccc(-n2c(C)nc3c(cnn3-c3ccccc3Cl)c2=O)cc1	12	0	-5	-3	1	-25	5	0.6	43
CCOC(=O)c1cccc(NC(=O)COc2ccc([N+](=O)[O-])cc2)c1	-3	-8	6	-6	0.47	2	3	0.4	57*
O=C(COC(=O)c1ccccc1Nc1ccccc1)NCc1ccco1	32*	18	-17	-7	-0.17	-5	-5	0.6	39
CCOC(=O)COc1ccc(/C=C2/SC(=Nc3ccccc3)N(Cc3cccnc3)C2=O)cc1OC	6	0	-2	0	1.1	-20	-3	0.4	55*
COc1ccc(NC(C)=O)cc1NC(=O)CN1CCN(C(=O)c2ccco2)CC1	-7	-9	12	-5	2	11	0	1	-2
Cc1cccc2c1nc(-c1ccccc1)n1cnnc21	19	0	2	-10	0.11	-15	4	0.8	18
CCOC(=O)/C(O)=C/c1ncc(C(F)(F)F)cc1Cl	9	-14	13	-10	-0.55	3	8	0.8	24
Cc1cc2oc(=O)cc(CN3CCN(S(=O)(=O)c4ccc5c(c4)OCCO5)CC3)c2cc1C	26	·	·	·	0.78	·	3	0.4	58*
CCOc1cccc2sc(=NC(=O)c3ccc(S(=O)(=O)N4CCOCC4)cc3)n(C)c12	11	-1	1	-3	0.61	1	17	0.7	32
COc1ccccc1OCCNc1cc(N2CCOCC2)ccc1[N+](=O)[O-]	23	-3	2	-6	1.4	4	-10	0.4	60*
CCN1CCN(c2nc3c(c(=O)[nH]c(=O)n3C)n2CCCSc2ncccn2)CC1	-1	-6	6	-7	-0.63	20	0	1.2	-16
O=c1c2ccccc2sn1-c1ccc(S(=O)(=O)N2CCCC2)cc1	3	29	-29	-1	-1.2	13	8	0.9	15
CNC(=O)c1ccc(-c2sc3nc(N4CCOCC4)c4c(c3c2N)CCCC4)o1	25	3	-2	10	2.2	0	7	0.1	92*
CCOC(=O)C(O)(NC(=O)c1cccnc1)C(F)(F)F (centres undefined)	-5	-6	3	-6	-0.75	-9	13	0.9	7
CCCN(CCC)S(=O)(=O)c1ccc(C(=O)N2CCC(=O)c3ccccc32)cc1	3	-13	12	-7	-0.19	11	0	0.8	19
COc1ccc(C2CN=NC23CCCc2ccccc2C3=O)cc1 (centres undefined)	21	-6	8	-4	·	-14	2	0.4	59*
COc1ccc(NC(=O)C2CCC(=O)N2)cc1 (centres undefined)	-6	2	-2	-7	-0.69	8	6	1	4
COCCn1c(SCC(=O)N2CCC(C)CC2)nc2ccccc2c1=O	11	·	·	·	-0.63	·	-11	0.6	44
Cc1ccc(C(=O)NC=C(Cl)Cl)cc1	7	6	-6	-5	-0.076	0	10	0.9	11
Cc1ccccc1NC(=O)Cn1c(C)nc2ccc(NC(=O)C3CC3)cc2c1=O	9	12	-13	-4	0.38	-14	0	0.9	5
O=C(O)CCn1c(-c2ccccc2)cc2c1CCCC2=O	-1	-16	16	-2	-0.4	-1	-3	0.9	12
COc1cccc(-c2noc(-c3cccs3)n2)c1	3	-6	7	-5	-0.46	16	-1	0.9	5
Going on with the list.
SMILES	PostGolgi ctrl	sEH inhibitor	sEH activator	S1P2 ag	DAT uptake mod	S1P2 antag	PostGolgi yeast	CYP2C19 activ	CYP2C19 inhib
CC1CC(C)(C)N(C(=O)NC2CCCCC2)c2ccccc21 (centres undefined)	·	50	-48	-5	-0.0094	5	·	·	·
Cc1ccccc1-n1c(SCC(N)=O)nc2sc(-c3ccccc3)cc2c1=O	4	-6	6	-4	3*	-6	-2	0.4	63*
COC(=O)c1sccc1NC(=O)C1C2C=CC(C2)C1C(=O)O (centres undefined)	·	-13	14	-4	-1	2	·	·	·
O=C(CC1C(=O)N(c2ccccc2)C(=O)N1C1CCCCC1)Nc1ccccc1 (centres undefined)	5	10	-8	-11	-0.11	1	5	0.5	52*
CC(=O)Nc1ccc(OC(F)(F)C(F)C(F)(F)F)c(NC(C)=O)c1 (centres undefined)	4	-6	5	-1	0.96	2	-2	1.2	-16
COc1ccc(C)cc1S(=O)(=O)N1CCN(S(=O)(=O)c2cc(C)ccc2OC)CC1	9	-4	3	-3	-0.015	-7	9	0.2	75*
CCCOC(=O)NC(CC)COC(=O)Nc1cccc(C)c1C (centres undefined)	-7	-10	12	-5	0.89	16	-1	0.3	72*
Fc1ccccc1CSc1nc2ccccc2[nH]1	-5	-1	0	2	·	1	3	0	100*
Cc1nnc(SCC(=O)N2CCN(S(=O)(=O)c3ccccc3)CC2)n1Cc1ccccc1	-1	5	-3	-5	-0.0077	-13	1	0.8	16
CC(/C=C/c1ccco1)=N/NC(=O)Cc1cccs1	6	2	0	-6	-0.98	8	5	1	2
O=C(CN1CCN(c2ccccn2)CC1)Nc1ccc2ccccc2c1	-1	·	·	-5	-0.069	11	6	0.7	28
CCn1c(SCC(=O)Nc2nc(C)c(C)s2)nnc1-c1cccs1	·	-1	0	-5	1.5	1	·	·	·
Cc1c(C#N)c2ccccc2n1CC(=O)NC(C)c1ccccc1 (centres undefined)	22	0	-2	0	-0.81	8	2	0.1	87*
O=C(O)c1nsc(Cl)c1Cl	5	-4	5	-3	-2.3	-12	-4	1	0
Cc1cc(C)c(C(=O)c2ccc(C(=O)NC(C)(C)C)cc2)c(C)c1	6	-1	4	-3	-0.55	-9	-3	0.7	30
O=C1NCCN1C(=O)c1cccc(Cl)c1	10	3	-3	-4	-0.82	10	-8	1	2
CCC(=O)OC1=C2C(=Nc3c(c(=O)n(C)c(=O)n3C)C2c2ccccc2)c2ccccc21 (centres undefined)	·	-11	10	-4	·	-6	·	·	·
Cc1ccc(S(=O)(=O)N(CC(=O)NCc2ccco2)Cc2ccc(F)cc2)cc1	1	-1	5	-5	0.75	12	-2	0.7	34
COC(=O)c1cc(OC)c(OC)cc1NC(=O)c1cc(C)on1	·	2	-1	-3	·	-4	·	·	·
OC(CN1CCOCC1)CN(c1ccccc1)c1ccccc1 (centres undefined)	-3	-9	6	-5	-1.1	15	-2	0.3	70*
CC(=O)Oc1ccccc1-c1nc(C)nc(N(C)C(C)=O)n1	9	·	·	·	-2.8*	·	4	0.6	38
Fc1ccc(-c2noc(C3CCN(Cc4cccnc4)CC3)n2)cc1	35*	·	·	0	0.87	7	84*	0.8	24
CC(C)(c1ccccc1)c1ccc(OCCCNCCO)cc1	14	13	-13	-3	-0.58	19	17	0.8	20
CNC(=O)N(C1=NCC(C)S1)c1ccc(F)cc1F (centres undefined)	11	0	-1	-2	-0.08	-26	-3	0.4	62*
COC(=O)CCSc1cc([N+](=O)[O-])cc2c1c(C1OCCS1)nn2-c1ccccc1 (centres undefined)	23	1	3	-4	-0.17	-36	0	0.9	9
Cc1c(Cl)cccc1N1C(=O)c2ccccc2C1=O	-7	2	-1	-8	·	14	2	0.8	15
COc1ccc(C(=O)Cn2c3ccccc3n3nc(CCC(=O)O)c(=O)nc23)cc1OC	6	-4	0	-3	0.39	-6	-3	0.7	31
CCn1c(COc2cccc3ccccc23)nnc1SCC(=O)OC1CCCCC1	18	2	0	-3	-0.012	2	-3	0.1	88*
COc1ccccc1N(C(C)=O)C1SC(=O)N(c2ccccc2)C1=O (centres undefined)	-12	·	·	0	-1.7	-16	-3	0.5	54*

Screens: PubChem, several laboratories
